proCasp7 act = counter-screen for procaspase-3 activators: activators of human procaspase-7 | activation, % at 8.5 µM | recombinant procaspase-7, Ac-DEVD-pNA absorbance 405 nm; D23A/D198A/D206A triple mutant, cannot self-cleave; scale: DMSO 0, 5 µM enzyme 100 | 330,000 compounds, 0.093% hits | P55210;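 active = percent activation above the screen-wide mean plus 3 SD, cut at about 25% in these data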
Target sequence (P55210 whole entry D23A/D198A/D206A): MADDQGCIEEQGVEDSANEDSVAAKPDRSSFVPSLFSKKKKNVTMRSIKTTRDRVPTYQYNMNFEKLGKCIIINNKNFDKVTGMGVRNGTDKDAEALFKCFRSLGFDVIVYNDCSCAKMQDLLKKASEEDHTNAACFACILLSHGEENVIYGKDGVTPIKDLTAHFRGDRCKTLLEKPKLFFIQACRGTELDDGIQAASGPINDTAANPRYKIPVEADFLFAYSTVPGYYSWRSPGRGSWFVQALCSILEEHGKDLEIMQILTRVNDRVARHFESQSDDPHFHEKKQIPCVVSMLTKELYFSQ
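Replicates: singlicate. Assay system: Procaspase-7 triple mutant (PC-7 D3A). Signal: 405 nm absorbance of p-nitroaniline. Times: 1 h preincubation, 2 h reaction. Buffer or medium: Zinc-free HEPES pH 7.4 with 300 mM NaCl, 0.01% Triton X-100. Also added: DEVD-pNA substrate. Benchmarks: DMSO wells as 0%, DMSO with 5 µM added PC-7 as 100%.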
AHR activator = activates the human aryl hydrocarbon receptor; 320,000 compounds, 2.5% hits; activation, % at 5 µM; AHR-responsive luciferase reporter cells, luminescence; P35869; in the data active = activation above about 47%;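 note: 0% = vehicle wells and 100% = reference agonist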
proCasp3 act = procaspase-3 (human) activation; activation, % at 8.5 µM; 330,000 compounds, 0.11% hits; P42574; AID 463141; recombinant procaspase-3 D3A, Ac-DEVD-pNA absorbance 405 nm;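 active = activation above the mean of all tested compounds plus 3 SD, cut at about 21% in these data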;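 note: 0% = DMSO alone and 100% = DMSO wells spiked with extra 5 µM PC-3 D3A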
Target sequence (P42574 whole entry D9A/D28A/D175A): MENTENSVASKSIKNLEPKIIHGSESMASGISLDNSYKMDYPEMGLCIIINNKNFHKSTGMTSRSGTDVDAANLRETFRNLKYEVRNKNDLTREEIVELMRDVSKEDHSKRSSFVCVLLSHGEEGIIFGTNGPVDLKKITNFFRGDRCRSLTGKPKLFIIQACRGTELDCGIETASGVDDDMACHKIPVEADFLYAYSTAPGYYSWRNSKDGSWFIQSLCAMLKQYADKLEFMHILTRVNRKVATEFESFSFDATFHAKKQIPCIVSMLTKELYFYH
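Test system: Procaspase-3 D3A mutant; medium: Zinc-free HEPES/NaCl buffer with 0.01% Triton X-100 at pH 7.4; reagent: DEVD-pNA substrate; doses: one concentration, 8.5 µM nominal, 0.8% DMSO; times: 1 h preincubation plus 2 h reaction at 25 °C; signal: Epi-absorbance at 405 nm of released p-nitroaniline, 0 and 120 min; replicates: singlicate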
* hit, by the source's call.

| cpd | mol | proCasp7 act | AHR activator | proCasp3 act |
| --- | --- | --- | --- | --- |
| 1 | CSc1ncc(CNc2cc([N+](=O)[O-])ccc2C)c(N)n1 | -12 | 14 | 2 |
| 2 | COc1ccc(C2/C=C\CN(C(=O)Nc3ccccc3)CC(=O)N2Cc2ccc(F)cc2)cc1 (stereo unspecified) | -4 | 3 | 4 |
| 3 | Cc1ccc(NC(=O)COC(=O)c2cc(-c3cccs3)nn2-c2ccccc2)cc1[N+](=O)[O-] | -5 | 10 | 3 |
| 4 | COC(=O)C1=C(C)N(CCCC(=O)O)C(=O)NC1c1cc2c(cc1[N+](=O)[O-])OCO2 (stereo unspecified) | -21 | 14 | 1 |
| 5 | COc1ccc(S(=O)(=O)Nc2ccc3c(c2)C(=O)N([C@H](C)CO)C[C@@H](C)[C@@H](CN(C)S(=O)(=O)c2ccc(Cl)cc2)O3)cc1 | -3 | 1 | 1 |
| 6 | O=C(Nc1ccccc1)C1=C[C@@H](c2ccc(Br)cc2)C[C@@H](OCc2ccc(CO)cc2)O1 | -1 | 1 | 3 |
| 7 | C[C@H]1CCC[C@@]2(O[C@@H](CCO)C[C@@H](O)[C@@H]2O)O1 | -6 | 0 | 3 |
| 8 | C=CCOC(=O)C1=C[C@H](c2coc3ccccc3c2=O)C[C@H](OCc2ccc(CO)cc2)O1 | 8 | -2 | 3 |
| 9 | O=C(CCCCO)CCCCCCCC[C@H]1N[C@H](CO)[C@H](O)[C@@H]1O[C@@H]1O[C@H](CO)[C@@H](O)[C@H](O)[C@H]1O | 2 | -1 | 3 |
| 10 | CN(CCO)c1cc(N2CCN(C(=O)c3ccco3)CC2)c2nonc2c1[N+](=O)[O-] | -5 | 0 | -4 |
| 11 | CC1Nc2ncnc(N3CCc4ccccc4C3)c2N(Cc2ccc(Br)cc2)C1=O (stereo unspecified) | 4 | 3 | 8 |
| 12 | CC(C)(C)OC(=O)NC(=NCCCc1cn(CC(=O)N2CCN(C(=O)OC(C)(C)C)CC2)nn1)NC(=O)OC(C)(C)C | 12 | 9 | 7 |
| 13 | CN(C[C@H](c1ccccc1)N(C[C@H](Cc1ccccc1)N(CCc1ccccc1)N=O)N=O)N=O | 2 | 1 | 2 |
| 14 | c1ccc(-c2nnc(C3CC(c4ccncc4)=NO3)o2)cc1 (stereo unspecified) | -2 | 0 | -2 |
| 15 | O=C(Nc1ccccc1)C1=C[C@@H](c2ccc(C(F)(F)F)cc2)C[C@@H](OCc2ccc(CO)cc2)O1 | 2 | 2 | 7 |
| 16 | COC(=O)C1(CC2CC(c3ccc(Cl)cc3)=NO2)CCN(C(=O)OC(C)(C)C)CC1 (stereo unspecified) | 4 | 8 | -10 |

In a second layout: entries from further up.
#7 C[C@H]1CCC[C@@]2(O[C@@H](CCO)C[C@@H](O)[C@@H]2O)O1
  proCasp7 act: -6
  AHR activator: 0
  proCasp3 act: 3
#8 C=CCOC(=O)C1=C[C@H](c2coc3ccccc3c2=O)C[C@H](OCc2ccc(CO)cc2)O1
  proCasp7 act: 8
  AHR activator: -2
  proCasp3 act: 3
#9 O=C(CCCCO)CCCCCCCC[C@H]1N[C@H](CO)[C@H](O)[C@@H]1O[C@@H]1O[C@H](CO)[C@@H](O)[C@H](O)[C@H]1O
  proCasp7 act: 2
  AHR activator: -1
  proCasp3 act: 3

Further records
| cpd | mol | proCasp7 act | AHR activator | proCasp3 act |
| --- | --- | --- | --- | --- |
| 17 | CCO[C@@H]1OC(C(=O)N2CCOCC2)=C[C@H](C2CC2)[C@H]1CCCO | 3 | 0 | 9 |
| 18 | COc1ccc2c(-c3ccc(SC)cc3)c(-c3ccc(S(C)(=O)=O)cc3)sc2c1 | 55* | 0 | 43* |
| 19 | C[C@H](CO)N1C[C@H](C)[C@@H](CN(C)Cc2ccncc2)Oc2ccc(NC(=O)Cn3cnnn3)cc2C1=O | 1 | 0 | -8 |
| 20 | O=C(N/N=C/c1c[nH]c2ccccc12)c1cc(-c2ccc3ccccc3c2)n[nH]1 | 31* | 145* | 9 |
| 21 | COc1ccc(CNC(=O)c2cccnc2Sc2ccc(C)c(C)c2)cc1 | 3 | 11 | 1 |
| 22 | CCOC(=O)[C@H]1[C@H]2COc3ccc(Cl)cc3[C@@H]2N2C(=O)[C@@H](C)NC(=O)[C@@]12C | 5 | 1 | 1 |
| 23 | O=C(CCSc1ccccc1)NCCSCc1ccco1 | 1 | -1 | 4 |
| 24 | Cc1ncc([N+](=O)[O-])n1CCOC(=O)NC(NCc1ccccc1Cl)C(Cl)(Cl)Cl (stereo unspecified) | -2 | -1 | -6 |

Printed as active in proCasp3 act (from the list above):
No. | SMILES | AHR activator | proCasp3 act
18 | COc1ccc2c(-c3ccc(SC)cc3)c(-c3ccc(S(C)(=O)=O)cc3)sc2c1 | 0 | 43*

Next section
| cpd | mol | proCasp7 act | AHR activator | proCasp3 act |
| --- | --- | --- | --- | --- |
| 25 | C[C@H](CO)N1C[C@H](C)[C@H](CN(C)Cc2ccccc2)Oc2c(NC(=O)Nc3ccc(F)cc3)cccc2C1=O | -8 | 2 | 8 |
| 26 | COc1ccc2nc3c(c(-c4ccccc4)c2c1)CCC3 | 6 | 6 | -2 |
| 27 | C[C@H]1CN([C@@H](C)CO)C(=O)Cc2cc(NC(=O)CCC(F)(F)F)ccc2O[C@H]1CN(C)S(=O)(=O)c1ccc(F)cc1 | 9 | 0 | 5 |
| 28 | CCC(=O)Nc1ccc(NC(=O)/C=C/c2ccc(Cl)cc2)cc1 | -4 | -1 | 3 |
| 29 | Cc1ccc(C(=O)OCC(=O)NCC(F)(F)F)cc1C | 10 | -3 | 5 |
| 30 | NC(=O)[C@@H]1CCOc2c(F)cc([N+](=O)[O-])cc2C(=O)N[C@@H](CO)C(=O)NCC(=O)N1 | -3 | -1 | -4 |
| 31 | COC(=O)c1cc([N+](=O)[O-])c(-n2ccnc2)c([N+](=O)[O-])c1 | 7 | 4 | 7 |
| 32 | O=C(C1CCN(CC2CC=CCC2)CC1)N(CCc1ccccc1)Cc1ccccc1 (stereo unspecified) | -41 | 3 | -1 |
| 33 | COc1ccc(-c2ccc3oc(-c4ccsc4)cc(=O)c3c2)cn1 | -8 | 3 | 6 |
| 34 | CCCCCCSc1cccc(-c2nc3cc(C)ccn3c2NCc2ccccc2)c1 | -6 | 3 | -1 |
| 35 | COc1ccccc1-c1sc2cc3c(cc2c1C#Cc1cncn1C)OCO3 | 8 | 65* | -2 |
| 36 | COC(C[C@H]1O[C@@H]1C(=O)COCc1ccccc1)OC | -14 | 1 | -23 |
| 37 | CCC(C)c1ccccc1NC(=O)COC(=O)c1ccc(N2CCCC2)c([N+](=O)[O-])c1 (stereo unspecified) | -11 | -1 | -10 |
| 38 | COc1ccc(C2c3c(ccc4ccccc34)Oc3ncn4nc(Cc5ccccc5)nc4c32)cc1OC (stereo unspecified) | 5 | 2 | 7 |
| 39 | CCCCn1nc2cc(C(=O)NC3CCc4ccccc43)ccc2c1OCC (stereo unspecified) | 1 | 14 | 6 |
| 40 | C[C@H](CO)N1C[C@H](C)[C@@H](CN(C)C(=O)Nc2ccc3c(c2)OCO3)Oc2c(NS(=O)(=O)c3ccccc3)cccc2C1=O | 6 | 0 | 8 |

Quoted from the listing:
Under AHR activator, #13 is entered as 1
Under proCasp7 act, #38 is entered as 5
Under AHR activator, #23 is entered as -1
Under proCasp7 act, #19 is entered as 1
Under proCasp3 act, #3 is entered as 3

Remaining list, next part:
| cpd | mol | proCasp7 act | AHR activator | proCasp3 act |
| --- | --- | --- | --- | --- |
| 41 | C=CCc1cc(C=O)cc(OCC)c1OCc1ccc(Cl)cc1 | -2 | 0 | 12 |
| 42 | COc1ccc(NC(=O)Nc2cccc3c2O[C@H](CN(C)C(=O)NC(C)C)[C@@H](C)CN([C@H](C)CO)C3=O)cc1 | 3 | 1 | 1 |
| 43 | CCCCNC(=O)c1onc(CSc2ccc(C)c(C)c2)c1C(=O)O | 0 | -1 | 6 |
| 44 | CC(=O)n1cc([C@@H]2C=C(C(=O)N3CCN(Cc4ccc5c(c4)OCO5)CC3)O[C@H](OCc3ccc(CO)cc3)C2)c2ccccc21 | 5 | 4 | 2 |
| 45 | CCOC(=O)C1=C(C)N(CCCCCC(=O)O)C(=O)NC1c1ccccc1OS(=O)(=O)c1ccc(C)cc1 (stereo unspecified) | 0 | 1 | 14 |
| 46 | COC(=O)c1c(NC(=O)/C=C/C(=O)O)sc(C)c1-c1ccc(C)c(C)c1 | -3 | 2 | -1 |
| 47 | COc1cc(O)c(C(CC(=O)N2CCCC(C)C2)c2ccc3c(c2)OCO3)c(OC)c1 (stereo unspecified) | 2 | -2 | 10 |
| 48 | Cc1ccc(C(=O)N/C(=C\c2ccc(-c3ccc([N+](=O)[O-])cc3)o2)C(=O)NC2CCS(=O)(=O)C2)cc1 (stereo unspecified) | -19 | 2 | -1 |
| 49 | Cc1ccccc1OCc1nc(-c2ccc(NC(=O)c3cccs3)cc2)no1 | 8 | 6 | -14 |
| 50 | COc1cc([N+](=O)[O-])cc(/C=N/NC(=O)C(C)Nc2ccccc2C)c1O (stereo unspecified) | -5 | 4 | -6 |
| 51 | C[C@@]12C(=O)Nc3ccc(Cl)cc3C(=O)N1[C@H]1c3cc(Br)ccc3OC[C@@H]1[C@@H]2c1ccccc1 | -1 | 3 | 4 |
| 52 | COc1ccc(NC(=S)NC2CCS(=O)(=O)C2)cc1 (stereo unspecified) | 0 | -3 | 0 |
| 53 | CC1(OC(=O)CCc2ccccc2)C(=O)C=C2C=C(C3CC3)OC=C2C1=O (stereo unspecified) | -11 | 0 | -1 |
| 54 | O=C(c1ccc(C(F)(F)F)cc1)N1CCC(=O)N(C(COCc2ccccc2)Cc2ccccc2)CC1 (stereo unspecified) | 2 | 2 | 2 |
| 55 | C[C@H](CO)N1C[C@H](C)[C@@H](CN(C)C(=O)Nc2ccc(C(F)(F)F)cc2)Oc2ccc(NC(=O)CCC(F)(F)F)cc2C1=O | 3 | 0 | 9 |
| 56 | CCCCCCSc1ccc(-c2nc3ccc(C)cn3c2NCc2ccccc2)cc1OC | 6 | 8 | -2 |
| 57 | CCOC(=O)c1sc(SC)c2c1CCCC2=O | 12 | 4 | 16 |
| 58 | CCO[C@H]1OC(C(=O)N2CCN(Cc3ccc4c(c3)OCO4)CC2)=C[C@@H](C)[C@@H]1CCCO | -10 | 4 | -7 |
| 59 | O=C(C1=C[C@@H](c2ccc(C(F)(F)F)cc2)C[C@@H](OCc2ccc(CO)cc2)O1)N1CCOCC1 | -2 | -1 | -1 |
| 60 | CCn1cc(C(=O)O)c(=O)c2cc(F)c(N3CCN(S(=O)(=O)c4ccc(NC(=O)OC)cc4)CC3)cc21 | -6 | -5 | -2 |
| 61 | Cc1ccccc1N=Cc1c(O)n(-c2nccs2)c(=O)c2ccccc12 | -1 | -6 | 10 |
| 62 | CCOC(=O)N1CCC(=NNC(=O)COc2cccc(C)c2)CC1 | 5 | 8 | 1 |
| 63 | COc1ccc(C2/C=C\CN(S(=O)(=O)c3cccs3)CC(=O)N2Cc2ccc(F)cc2)cc1 (stereo unspecified) | 5 | 1 | 6 |
| 64 | Cc1ccc2c(c1)NC(=O)[C@@]1(C)[C@@H](c3ccccc3)[C@H]3COc4ccccc4[C@@H]3N1C2=O | 4 | 6 | -2 |
| 65 | CCO[C@@H]1OC(C(=O)NC2CC2)=C[C@H](c2ccc(C(F)(F)F)cc2)[C@H]1CCCO | -2 | 20 | 3 |
| 66 | CNC(=S)N/N=C/c1ccccc1Cl | 7 | 60* | 0 |
| 67 | COc1cc(/C=C/C(=O)c2cccc([N+](=O)[O-])c2)cc(OC)c1OC | -5 | 3 | -13 |
| 68 | O=C(CCC1CCCCC1)NCCN1C2=NC[C@@H](Cc3ccccc3)N2C[C@H]1Cc1ccc(O)cc1 | 4 | 2 | 6 |
| 69 | COc1ccc2c(=O)c(-c3ccc4c(c3)OCO4)coc2c1 | -4 | -6 | -5 |
| 70 | CCN(CC)CCC(c1cc(OC)c(OC)c(OC)c1)c1c(OC)cc(OC)c2c(C)cc(=O)oc12 (stereo unspecified) | -4 | 4 | 10 |
| 71 | CN(C)/C=N/c1cc(=O)n(C)c(=O)n1Cc1ccccc1 | -6 | -1 | 3 |

A different layout for part of the listing above:
Under each structure: proCasp7 act | AHR activator | proCasp3 act
#20 O=C(N/N=C/c1c[nH]c2ccccc12)c1cc(-c2ccc3ccccc3c2)n[nH]1
  31* | 145* | 9
#21 COc1ccc(CNC(=O)c2cccnc2Sc2ccc(C)c(C)c2)cc1
  3 | 11 | 1
#22 CCOC(=O)[C@H]1[C@H]2COc3ccc(Cl)cc3[C@@H]2N2C(=O)[C@@H](C)NC(=O)[C@@]12C
  5 | 1 | 1
#23 O=C(CCSc1ccccc1)NCCSCc1ccco1
  1 | -1 | 4
#24 Cc1ncc([N+](=O)[O-])n1CCOC(=O)NC(NCc1ccccc1Cl)C(Cl)(Cl)Cl (stereo unspecified)
  -2 | -1 | -6

Screens (PubChem BioAssay)

These rows are one share of the data; count on the stated rates, not on these rows.
